# High-throughput results deposited in PubChem BioAssay by The Scripps Research Institute Molecular Screening Center.
# TDP2 inh = TDP2 (human) inhibition, absorbance primary screen; recombinant TDP2, T5PNP hydrolysis, p-nitrophenol absorbance 415 nm; AID 720702; inhibition, % at 12.8 µM; 370,000 tested, 0.34% active; O95551;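 active = inhibition above the mean of all tested compounds plus 3 SD, set per campaign, cut at about 25% in these data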;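 note: 0% = DMSO with enzyme and 100% = buffer with substrate but no TDP2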
#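 Incubation: 2 h at 37 °C; Test system: recombinant human TDP2; Quantity: enzyme 120 nM; Read-out basis: percent inhibition; Medium: 50 mM Tris-HCl pH 7.5 with Mg2+, KCl, DTT, BSA; Repeats: single replicate; Compound: 12.8 µM single point, 1% DMSO; Signal: epi absorbance; Reagent: 5 mM T5PNP chromogenic substrate; Benchmarks: no-enzyme high, DMSO-plus-enzyme low.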
# MBD2 inh = MBD2-methylated oligo binding inhibition. TR-FRET, MBD2 binding to methylated oligonucleotide. inhibition, % at 4.4 µM. 370,000 tested, 0.31% active. AID 686964; in the data active = inhibition above about 13%
# PRMT1 FP inh = PRMT1 (human) inhibition, primary screen; recombinant PRMT1, activity-based probe fluorescence polarization; Q99873; 370,000 tested, 1.3% active; inhibition, % at 2.79 µM; AID 652257;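 active = inhibition above about 21% made by adding two undisclosed values, limit read from the data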
# KLK7 zymogen act = proKLK7 (human) activation, primary screen. activation, % at 7 µM. 370,000 tested, 0.9% active. P49862. purified proKLK7, EDANS-DABCYL substrate fluorescence; 100% is mature enzyme control, 0% vehicle;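 active = activation above the mean of all tested compounds plus 3 SD, computed per campaign excluding outliers beyond control limits, cut at about 13% in these data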
# Target sequence (P49862 whole entry, looked up): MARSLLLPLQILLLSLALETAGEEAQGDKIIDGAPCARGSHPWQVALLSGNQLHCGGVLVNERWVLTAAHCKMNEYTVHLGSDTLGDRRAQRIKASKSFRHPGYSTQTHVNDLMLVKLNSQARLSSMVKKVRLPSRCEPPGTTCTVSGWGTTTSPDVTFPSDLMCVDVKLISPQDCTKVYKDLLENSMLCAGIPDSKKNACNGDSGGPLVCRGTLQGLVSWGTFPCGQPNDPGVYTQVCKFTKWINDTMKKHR
# UHRF1 binding = UHRF1 methyl-DNA binding inhibition | Q96T88 | UHRF1 binding to methylated oligo, TR-FRET | inhibition, % at 4.4 µM | 370,000 tested, 0.75% active | AID 687016; in the data active = inhibition above about 21%;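 note: UHRF1 SRA domain binding a hemimethylated CpG hairpin DNA probe; 0% = median of test compound wells and 100% = reference inhibitor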
# DDE Tn7 FP inh = disrupts Tn7 cyclic peptide binding to fibrin D-Dimer-E complex; P02675; FP displacement of FITC-Tn7 peptide from fibrin DD(E); 0% = median of compound wells per plate; inhibition, % at 8.3 µM; 370,000 tested, 0.13% active;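 active = inhibition above the mean of compounds falling within the control limits plus 3 SD of them, cut at about 14% in these data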;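 note: 0% = plate median of compound wells and 100% = 10 µM Aha-Tn7 peptide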
#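 assay system = human clot-derived fibrin DD(E) complex | quantity = Fibrin-DD(E) at 2 µM final | timing = 10 min preincubation, 3 h with tracer, room temperature | signal = fluorescence polarization | measure = percent inhibition | benchmarks = high control wells with 10 µM unlabelled Aha-Tn7 peptide (full inhibition) | replicates = singlicate testing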
# DDE Tn6 FP inh = disrupts Tn6 cyclic peptide binding to fibrin D-Dimer-E complex. 370,000 tested, 0.21% active. AID 720509. inhibition, % at 8.3 µM. P02675. Fibrin DD(E) TRITC-Tn6 fluorescence polarization displacement;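 active = inhibition above a per-campaign cutoff: mean of compounds within control limits plus 3 SD, cut at about 15% in these data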;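 note: 0% = median of all compound wells on the plate and 100% = blocking peptide control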
# TCR-CD3 inh = inhibitors of human TCR-CD3 interaction. TAMRA-labeled TCR probe fluorescence, biochemical. inhibition, % at 9.4 µM. 360,000 tested, 0.37% active. AID 651800; in the data active = inhibition above about 19%;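 note: recombinant mutant TCR 2C K166C tagged with TAMRA read by polarization; 0% = receptor in buffer alone and 100% = receptor with positive control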
# LEDGF integ inh = blocks HIV-1 LEDGF/p75-dependent DNA integration; TR-FRET IN-LEDGF/p75 DNA integration, Eu/Cy5; inhibition, % at 3.7 µM; AID 743269; 370,000 tested, 0.64% active;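 active = inhibition above the screen-wide mean plus 3 SD, cut at about 13% in these data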;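 note: signal is the Cy5 over europium emission ratio at 671 and 618 nm; 0% = plate median of compound wells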
# SIAE inh = human SIAE inhibition, primary screen | AID 1053197 | Q9HAT2 | inhibition, % at 9.66 µM | 370,000 tested, 0.69% active | SIAE FP-Rh probe binding, fluorescence polarization;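 active = inhibition above a cutoff: mean of compounds within the control limits plus 3 SD of those, cut at about 17% in these data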;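 note: 0% = plate median of compound wells and 100% = probe without SIAE protein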
# Target sequence (Q9HAT2 whole entry, looked up): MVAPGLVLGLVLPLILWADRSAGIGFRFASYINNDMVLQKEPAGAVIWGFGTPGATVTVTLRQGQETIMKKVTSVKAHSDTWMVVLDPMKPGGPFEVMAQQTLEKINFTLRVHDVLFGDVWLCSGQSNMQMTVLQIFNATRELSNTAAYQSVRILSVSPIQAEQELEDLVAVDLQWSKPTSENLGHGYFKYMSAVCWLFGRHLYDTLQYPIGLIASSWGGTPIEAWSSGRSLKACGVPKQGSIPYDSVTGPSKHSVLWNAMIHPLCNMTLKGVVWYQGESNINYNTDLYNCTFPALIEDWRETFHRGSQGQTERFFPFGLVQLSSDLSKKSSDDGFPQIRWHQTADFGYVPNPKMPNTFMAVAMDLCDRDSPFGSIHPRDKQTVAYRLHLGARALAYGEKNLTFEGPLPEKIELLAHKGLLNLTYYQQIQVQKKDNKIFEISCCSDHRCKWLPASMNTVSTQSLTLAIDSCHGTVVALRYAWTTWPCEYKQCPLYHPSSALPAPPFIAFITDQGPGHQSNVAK
# An asterisk follows results filed as active; x = not tested or not shown.
SMILES,TDP2 inh,MBD2 inh,PRMT1 FP inh,KLK7 zymogen act,UHRF1 binding,DDE Tn7 FP inh,DDE Tn6 FP inh,TCR-CD3 inh,LEDGF integ inh,SIAE inh
COCCn1c(SCc2ccc(OC)c(F)c2)nnc1-c1ccncc1,0,3,0,-0.1,-5,2,-6,-1,2,3
CCOC(=O)N1CCN(C(=O)CN2C(=O)c3ccccc3S2(=O)=O)CC1,11,-2,-1,-0.3,0,0,3,2,-1,-3
Nc1nc(N)c(N=Nc2ccc(Cl)cc2)c(=O)[nH]1,-8,0,3,-0.4,0,7,4,-10,-7,-1
COc1ccc(N2CCN(CCNS(=O)(=O)c3ccc(Br)s3)CC2)cc1,8,4,-2,0.2,1,6,3,x,-4,-1
COc1ccc(S(=O)(=O)NCc2ccncc2)cc1OC,13,-5,2,0.0,-3,-1,-5,8,1,6
Clc1ccc(-n2cc(COCc3ccccc3)nn2)cc1,4,-2,2,-0.2,1,-1,-1,-8,0,-1
COc1ccc(CC(=O)N/N=C(\C)c2cccnc2)cc1,-10,3,-1,0.1,0,0,-2,2,3,-4
Cc1ccc(NC(=O)C2Cc3ccccc3CN2C(=O)c2ccco2)cc1S(=O)(=O)N(C)C (centres undefined),22,0,4,0.4,-1,0,1,12,3,-1
CSC(=N/N=C(\N)c1cnccn1)SC,-3,1,-1,-0.8,3,-4,-6,4,0,-1
CC1(C(=O)NC(=S)N(Cc2ccccc2)c2ccccn2)CC1(Cl)Cl (centres undefined),13,-1,0,0.5,-5,-6,1,4,3,0
O=C(Nc1cccc(F)c1)c1sc(Cl)nc1-c1ccccc1,-1,2,2,-0.1,5,-6,-4,-8,-2,-9
CCN(CC(=O)N1CCOCC1)S(=O)(=O)c1ccccc1,-10,-1,-1,0.1,-2,0,3,4,0,2
C=CCn1c(=O)c2c(nc3n2CC(C)CN3Cc2ccccc2)n(C)c1=O (centres undefined),10,-4,-2,-0.1,-2,-8,17*,3,4,6
Cc1cccc(C(=O)NC(=S)NCc2ccccc2)c1,-5,0,-4,-0.1,1,1,3,6,9,5
CO/N=C\CC(=O)Nc1ccc(Oc2ccccc2)cc1,1,-5,-3,-0.2,5,4,1,5,8,5
COC(=O)c1cn(NC(=O)C2COc3ccccc3O2)c(=O)c2ccccc12 (centres undefined),0,1,1,-0.2,4,13,1,3,0,-4
Cc1nc(-c2ccc3c(c2)CCC(=O)N3)cs1,0,-2,-1,0.8,-3,-9,-3,6,4,-2
CCOc1ccccc1N1CC(C(=O)Nc2c(C)n(C)n(-c3ccccc3)c2=O)CC1=O (centres undefined),-3,3,1,0.3,-1,-1,6,3,-2,8
CN(c1ccccc1)c1nc(N)c(C#N)c(CC#N)c1C#N,-6,1,9,0.0,-1,4,0,0,-1,-10
Cc1ccc(C(C)NC(=S)NC2CCCCC2)cc1C (centres undefined),3,2,-4,0.7,-1,0,-3,-6,2,3
COc1ccc(/C=N/N2CCOCC2)cc1OCc1ccccc1,1,-6,-1,0.3,-4,1,-3,-7,-3,9
COc1ccc(NC(=O)CNC(=O)Cn2cnc3sc(C)c(C)c3c2=O)cc1OC,0,2,2,-0.3,1,2,1,-5,-1,3
COc1ccc(S(=O)(=O)N2CN(CCc3ccc(OC)c(OC)c3)c3nc4ccccc4nc32)cc1,4,-5,-1,0.1,-1,-4,-3,7,5,0
c1c2c(cc3sc(N4CCOCC4)nc13)OCO2,18,-3,2,-0.1,-1,-2,4,4,-1,6
COc1ccccc1N1C(=O)c2cccc3c(C(=O)O)ccc(c23)C1=O,-4,-1,-1,0.3,2,-3,8,4,0,1
CC/C(=N\NC(=O)COc1ccc(Br)cc1)c1ccc(OC)c(OC)c1,-5,-3,1,-0.1,0,2,8,7,-5,0
Cc1ccc(SCC(=O)Nc2ccc(N3CCOCC3)cc2)cc1,2,6,1,0.2,0,3,-2,7,-2,4
CCOC(=O)C=C1CCN(c2ncc(C(F)(F)F)cc2Cl)CC1,7,2,-1,-0.4,1,2,1,1,0,7
Nc1ccc2c3c(cccc13)CC2,7,-2,66*,-11,-6,11,7,12,-3,2
O=C(CCN1C(=O)C2C3C=CC(C3)C2C1=O)NCCc1ccccc1Cl (centres undefined),11,-4,1,0.9,2,0,-1,4,0,2
COC(=O)CNc1c(-c2ccccn2)nc2ccc(Br)cn12,-1,0,16,-0.8,1,12,6,-5,1,2
O=C(Nc1cccc(F)c1)C1CCCCC1,-3,-4,2,0.0,3,-2,3,0,0,2
O=C(COc1ccc(F)cc1Br)NCc1nnc2ccccn12,5,2,1,0.8,5,0,3,-5,0,4
Cc1ccc(-c2nc3ncccn3c2NC(=O)Nc2ccc(F)cc2)cc1,0,-8,-2,13*,-1,2,1,x,8,11
COc1cc(C(=S)N2CCOCC2)cc(OC)c1OC(=O)Cc1ccc(F)cc1,7,0,8,-0.1,1,5,-4,-5,3,6
Cc1cccc(C)c1NC(=O)C(CCc1ccccc1)n1c(=O)c(-c2ccccc2)nc2ccccc21 (centres undefined),7,2,-2,-13,0,-4,-6,-3,4,-24
S=C(Nc1ccccc1)N1CCn2cccc2C1c1cccnc1 (centres undefined),8,4,1,0.3,-1,0,2,2,-1,12
O=C(O)CCn1c(SCc2ccccc2)nc2ccccc21,4,-1,-1,0.6,-2,-4,-6,0,-3,-7
Cc1nnc(NC(=O)CSc2nnc(-c3ccoc3C)n2CC(C)C)s1,2,3,-1,-0.3,12,4,6,5,-4,-8
O=C(CCl)N1CCN(C(=O)C2COc3ccccc3O2)CC1 (centres undefined),-1,-7,2,-0.9,0,3,-7,10,1,2
COc1cccc(/C=N/N2CCN(c3ccncc3S(=O)(=O)N3CCCCC3)CC2)c1,10,3,1,-0.1,1,6,-1,-1,0,3
COc1ccc(C(=O)n2cc(C(C)=O)c3ccccc32)cc1,7,-1,-5,-0.4,-1,4,3,4,0,13
CC(=O)Nc1cccc(-c2csc(C(O)c3ccccc3)n2)c1 (centres undefined),-1,5,-2,-5.6,5,6,-4,-5,2,-6
CCCCSc1nc(N)c(NC(=O)c2ccco2)c(=O)[nH]1,-19,-2,1,0.1,-1,-3,-4,10,3,-3
COc1cc(NC(=O)c2cccs2)c(C(=O)OCC(=O)NC(=O)NC(C)(C)C)cc1OC,0,0,-2,0.2,7,4,0,2,-1,-15
Clc1cccc2c1C1CC2CCN1Cc1ccccc1 (centres undefined),9,1,-1,-0.1,0,-3,-2,-3,2,-1
O=C(O)c1ccc2c(c1)C1C=CCC1C(c1cc3c(cc1Br)OCO3)N2 (centres undefined),6,3,-6,0.3,1,9,7,5,-2,5
CC/C=C/C(=O)N1CC2(CC(c3cccc(NC(=O)CC(c4ccccc4)c4ccccc4)c3)=NO2)C[C@@H]1C(N)=O (some centres undefined),-5,2,1,-0.4,0,4,-10,4,-1,-19
Cc1ccc(CSCC(=O)NCc2ccc3c(c2)OCO3)cc1,8,1,0,-0.2,3,-7,2,1,0,1
COc1cc2c(cc1OC)C(c1cccc(F)c1)CC(=O)N2 (centres undefined),11,-1,3,-0.2,0,0,3,-4,1,5
COCC(=O)OCC(=O)Nc1cc(C(C)(C)C)nn1-c1ccccc1,-6,-4,1,0.1,0,6,-1,0,0,-4
C=CCn1c(CCn2c3ccccc3c3ccccc32)n[nH]c1=S,5,6,7,-0.7,-1,4,-7,-5,-2,8
O=S(=O)(NC1CC2CCC1C2)c1ccc(Cl)cc1 (centres undefined),0,1,-1,0.0,2,1,-2,-2,2,-2
O=C(COc1ccc2ccc(=O)oc2c1)N1CCN(c2ccc(F)cc2)CC1,15,-3,-1,0.4,-1,2,3,3,-1,-6
CCN(CC)CCCNC(=O)c1c(O)c2c([nH]c1=O)CCCC2,10,-4,-1,-0.3,0,0,-3,0,-3,2
Cc1cc(C)n2nc(C(=O)OC(C)C(=O)c3cc(C)c(C)cc3C)nc2n1 (centres undefined),-2,1,0,0.4,1,1,14,3,-1,-2
COc1cc(C(=O)NCC(c2ccco2)N2CCOCC2)cc(OC)c1OC (centres undefined),-1,5,2,0.1,2,1,-1,-4,1,1
O=C(NCc1cccs1)C1CCCN(S(=O)(=O)c2ccc(Br)s2)C1 (centres undefined),9,4,2,0.3,1,1,0,8,-2,-3
COc1ccc(C(=O)NCC(C)C)c(OC)c1,5,-4,20,0.1,-1,7,-1,-1,-2,2
CC(=O)Nc1ccc(NS(=O)(=O)c2ccc3c(c2)NC(=O)CC(=O)N3)cc1,-1,2,2,0.1,3,2,-12,-8,-4,-3

# Going on with the list.
SMILES,TDP2 inh,MBD2 inh,PRMT1 FP inh,KLK7 zymogen act,UHRF1 binding,DDE Tn7 FP inh,DDE Tn6 FP inh,TCR-CD3 inh,LEDGF integ inh,SIAE inh
COc1ccc(-n2nc(C#N)c(Cl)cc2=O)cc1,11,3,11,-0.3,2,6,-1,-6,-1,-3
CC(C)CN(C(=O)COc1ccc(-c2nnco2)cc1)C1CCS(=O)(=O)C1 (centres undefined),6,1,-6,-0.4,0,-6,6,6,1,-1
CC1=C(C(=O)N2CCOCC2)CC(CC(=O)NCc2ccco2)C(=O)N1Cc1ccccc1 (centres undefined),1,1,-2,-0.1,14,-6,-2,0,4,-3
CNC(=O)c1ccsc1NC(=O)CCS(=O)(=O)c1ccccc1,0,0,-2,0.9,1,4,-4,4,2,-2
C=CCc1cc(Cl)ccc1OCCCNC(C)C,3,-2,3,-0.7,0,2,4,-2,2,0
O=S(=O)(Nc1nc2ccccc2nc1N1CCc2ccccc2C1)c1ccc(Cl)cc1,-11,-8,-1,-3.6,-1,-5,0,-13,4,-4
CCCn1c(/N=C/c2c[nH]c3ccccc23)nc2ccccc21,-4,0,1,0.7,1,4,4,8,6,-2
COc1ccc(C(=O)Nc2cccc(S(=O)(=O)NC3=NCCC3)c2)cc1OC,3,3,5,-0.9,-3,-4,-5,7,-3,-6

# Sorted by count of non-hydrogen atoms (high to low): 4 of the compounds above
SMILES,TDP2 inh,MBD2 inh,PRMT1 FP inh,KLK7 zymogen act,UHRF1 binding,DDE Tn7 FP inh,DDE Tn6 FP inh,TCR-CD3 inh,LEDGF integ inh,SIAE inh
CC1=C(C(=O)N2CCOCC2)CC(CC(=O)NCc2ccco2)C(=O)N1Cc1ccccc1 (centres undefined),1,1,-2,-0.1,14,-6,-2,0,4,-3
O=S(=O)(Nc1nc2ccccc2nc1N1CCc2ccccc2C1)c1ccc(Cl)cc1,-11,-8,-1,-3.6,-1,-5,0,-13,4,-4
CC(C)CN(C(=O)COc1ccc(-c2nnco2)cc1)C1CCS(=O)(=O)C1 (centres undefined),6,1,-6,-0.4,0,-6,6,6,1,-1
COc1ccc(-n2nc(C#N)c(Cl)cc2=O)cc1,11,3,11,-0.3,2,6,-1,-6,-1,-3
